Bioassay records: PubChem, several laboratories
DAX1 inh-1: DAX1 (NR0B1) inhibitors, primary screen, cell-based, HEK293, Gal4-DAX1, luciferase luminescence | inhibition, % at 6.75 µM | 340,000 tested, 0.99% active | AID 504766, 2011 | Nuclear receptor subfamily 0 group B member 1 (Homo sapiens), P51843 | HEK293 Gal4-DAX1 luciferase reporter;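 active = inhibition above the mean over all tested compounds plus 3 SD, cut at about 4.2% in these data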;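 also: 0% = DAX1-transfected cells with DMSO and 100% = empty-vector control cells with DMSO; inhibition shows as a rise in luminescence from relieved DAX1 repression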
Target sequence (P51843 207-470 limits assumed): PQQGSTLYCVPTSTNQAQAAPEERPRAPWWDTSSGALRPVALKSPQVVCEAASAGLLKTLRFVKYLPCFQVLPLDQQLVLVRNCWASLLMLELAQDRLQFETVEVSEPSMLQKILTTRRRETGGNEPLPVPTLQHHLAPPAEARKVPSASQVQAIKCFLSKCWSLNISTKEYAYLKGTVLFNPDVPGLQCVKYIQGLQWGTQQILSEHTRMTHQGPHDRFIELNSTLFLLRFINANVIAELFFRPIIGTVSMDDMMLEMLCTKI
hgDAF12 agonist: H. glycines DAF-12 receptor agonists, primary screen, cell-based, luminescence, HEK293, GAL4 fusion, UAS-luciferase. activation, % at 6.8 µM. HEK293 GAL4-hgDAF12 UAS-luciferase reporter, agonist luminescence; normalized to butyrate control. 370,000 tested, 1.8% active. Nuclear hormone receptor DAF-12 (Heterodera glycines), GAL4 fusion;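 active = activation above a cutoff set at the mean of all screened compounds plus 3 SD, cut at about 10% in these data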;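 also: 0% = DMSO wells and 100% = sodium butyrate wells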
GAA850 FXN act: FXN promoter activators, primary screen, cell-based, luciferase luminescence, HEK293 lucGAA850 | AID 540364, 2011 | 360,000 tested, 0.56% active | activation, % at 6 µM | HEK293 lucGAA850 FXN promoter luciferase reporter, 24 h; percent of 10 µM SAHA response;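 active = activation above the average of all compounds screened plus 3 SD, cutoff fixed separately per campaign, cut at about 7.5% in these data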;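 also: 0% = DMSO wells and 100% = 10 µM SAHA wells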
hcDAF12 agonist: H. contortus DAF-12 nuclear receptor activators, primary screen, cell-based, luminescence, HEK293, lit1-tk-luc reporter | activation, % at 6.8 µM | HEK293 hcDAF-12 lit1-tk-luc reporter; 0% DMSO, 100% Δ7-dafachronic acid | 370,000 tested, 1.4% active | AID 652067, 2013;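 active = activation above the mean of all tested compounds plus 3 SD, cut at about 5.5% in these data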;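 also: 100% = response to 3 µM Δ7-dafachronic acid high control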
NR1D1 modulator: modulators of Rev-erb alpha DNA binding, primary screen, biochemical, FITC-DNA, fluorescence polarization, uHTS; Rev-erbα–FITC-DNA binding, 90 min; Nuclear receptor subfamily 1 group D member 1 (Homo sapiens), P20393; 370,000 tested, 0.79% active; activity, % at 10 µM; AID 1259318, 2017;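 active = activity above about 14%, limit read from the data; passing the limit was not always enough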;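 also: 0% = DMSO wells with 35 nM protein and 100% = DMSO wells with 750 nM protein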
ssDAF-12 act: S. stercoralis DAF-12 nuclear receptor activators, primary screen, cell-based, luminescence, HEK293, GRIP1 co-expression, lit1-tk-luc. activation, % at 6.8 µM. HEK293 ssDAF-12/GRIP1 lit1-tk-luc reporter; % of 3 µM dafachronic acid response. AID 652126, 2013. 370,000 tested, 1% active;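 active = activation above the mean over all tested compounds plus 3 SD, cut at about 0.9% in these data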;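 also: 0% = DMSO-only wells and 100% = 3 µM delta7-dafachronic acid wells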
PLCb3 inh: human PLC-beta3 inhibitors, primary screen, biochemical, fluorescence | 1-phosphatidylinositol 4,5-bisphosphate phosphodiesterase beta-3 (Homo sapiens), Q01970 | Purified PLC-beta3, fluorogenic substrate | inhibition, % at 12.2 µM | 370,000 tested, 0.18% active | AID 720704, 2013; in the data active = inhibition above about 11%;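 also: 0% = median of compound wells on plate and 100% = full blocker control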
sPLA2-III inh: human group III sPLA2 inhibitors, primary screen, biochemical, QFRET, BODIPY PC-A2 liposome substrate | Group 3 secretory phospholipase A2 (Homo sapiens), Q9NZ20 | QFRET BODIPY PC-A2 liposome hydrolysis, fluorescence | inhibition, % at 12.2 µM | 370,000 tested, 0.56% active | AID 743126, 2013;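 active = inhibition above mean plus 3 SD of compounds lying within the high and low control bounds, cut at about 19% in these data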;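 also: 0% = median of test compound wells and 100% = no enzyme DMSO wells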
Target sequence (Q9NZ20 whole entry, looked up): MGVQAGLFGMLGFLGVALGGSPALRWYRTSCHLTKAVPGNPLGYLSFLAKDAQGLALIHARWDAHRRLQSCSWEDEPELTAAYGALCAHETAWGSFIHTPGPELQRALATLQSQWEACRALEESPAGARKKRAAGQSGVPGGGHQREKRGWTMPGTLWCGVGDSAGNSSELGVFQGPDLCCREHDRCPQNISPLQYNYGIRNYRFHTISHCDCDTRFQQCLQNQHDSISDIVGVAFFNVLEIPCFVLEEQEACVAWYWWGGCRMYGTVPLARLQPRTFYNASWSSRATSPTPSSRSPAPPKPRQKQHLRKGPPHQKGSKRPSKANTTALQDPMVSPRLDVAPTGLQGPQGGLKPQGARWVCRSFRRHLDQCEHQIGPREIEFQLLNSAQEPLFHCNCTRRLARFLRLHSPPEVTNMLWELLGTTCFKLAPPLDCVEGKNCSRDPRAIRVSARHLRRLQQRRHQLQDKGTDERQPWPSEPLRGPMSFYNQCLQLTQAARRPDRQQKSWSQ
PG9 binder: binders of HIV-1 gp120 antibody PG9, primary screen, biochemical, TR-FRET. HIV-1 gp120 / PG9 antibody interaction. TR-FRET gp120-PG9 antibody binding. inhibition, % at 6.7 µM. 360,000 tested, 0.43% active; in the data active = inhibition above about 8.5%
DAX1 inh-2: DAX1 (NR0B1) inhibitors on StAR promoter, primary screen, cell-based, luminescence, SF-1 (NR5A1), full-length DAX-1; HEK293T StAR-luciferase reporter, SF-1/DAX-1 repression relief; inhibition, % at 6.8 µM; 370,000 tested, 1.1% active; AID 652010, 2013;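 active = inhibition above the mean over all tested compounds plus 3 SD, cut at about 3.6% in these data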;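 also: 0% = DAX-1 cells with DMSO and 100% = cells lacking DAX-1 with DMSO; higher inhibition means more luminescence from relief of DAX-1 repression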
SMARCA2 activ: SMARCA2 (BRM) function activators, primary screen, cell-based, luminescence, high throughput; MG213 cells, MMTV-luciferase reporter, dexamethasone, overnight; activation, % at 9.1 µM; 370,000 tested, 1% active; AID 652017, 2013; in the data active = activation above about 7.8%;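 also: 0% = vehicle wells and 100% = reference activator wells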
* = called active by the depositor; . = not tested or not shown.

Structure	DAX1 inh-1	hgDAF12 agonist	GAA850 FXN act	hcDAF12 agonist	NR1D1 modulator	ssDAF-12 act	PLCb3 inh	sPLA2-III inh	PG9 binder	DAX1 inh-2	SMARCA2 activ
COc1ccccc1-c1nnc(SCC(=O)NC2CCS(=O)(=O)C2)n1N (stereo not drawn)	1.8	2.0	-1.4	-0.6	5	-1.2	-1	-1	0.5	-0.2	-1
O=C(NC1CCCC1)c1cccc2c1C(=O)c1ccc(N3CCCCC3)cc1S2(=O)=O	1.9	2.8	2.7	-0.8	10	-0.7	-3	2	0.3	0.7	-1
C[C@@H]1CN([C@@H](C)CO)C(=O)c2cc(Br)cnc2O[C@H]1CN(C)C(=O)c1ccccc1F	0.7	-3.6	0.4	0.6	1	-0.9	2	16	0.2	-0.2	-4
Cc1cc(=O)oc2c(C(=O)c3ccccc3)c(OCC(N)=O)ccc12	.	-1.0	0.0	-0.3	1	-0.5	-9	14	-0.8	-0.2	-4
CC(Oc1cccc(Cl)c1)C(=O)N(C)CC(=O)Nc1ccc(N2CCOCC2)cc1 (stereo not drawn)	-1.6	-2.3	-2.6	1.1	-1	-0.1	-4	2	-1.9	-3.6	-1
CC(C)Oc1cccc(C(=O)C2CCCN(C(=O)c3cc(C(F)(F)F)[nH]n3)C2)c1 (stereo not drawn)	0.0	-0.1	-0.7	-0.5	-1	-1.3	-4	-12	-1.0	-0.3	-1
Cc1ccc(C)c(C(=O)COC(=O)Cn2c(C)csc2=O)c1	1.7	1.2	1.1	-0.8	-5	-1.0	-5	-7	-0.9	-0.1	3
CC(Oc1ccc2c3c(c(=O)oc2c1)CCCC3)C(=O)NCC(O)c1ccccc1 (stereo not drawn)	0.8	-1.3	-4.0	-1.9	0	-1.1	-32	-6	-1.8	-2.8	0
CC1CCCCN1CCCNC(=O)CN1C(=O)c2cccnc2Oc2ccc(Cl)cc21 (stereo not drawn)	-0.2	0.2	0.8	-2.2	-4	-1.0	-8	1	-2.1	0.7	-1
O=C(COc1ccccc1Cl)NC(=O)NC1CCCCC1	0.5	1.6	1.9	0.8	5	-1.3	-1	3	-1.2	2.1	1
O=C(NCCCNCCCNC(=O)c1ccccn1)c1ccccn1	2.0	0.7	0.5	-0.8	0	-1.1	2	6	-0.7	0.1	12*
Cc1ccccc1-c1cc2nc(NCc3cccnc3)n(C)c(=O)c2s1	.	0.2	1.1	-2.2	-4	-1.4	0	-21	-2.0	-0.5	2
O=C(O)c1ccc(N2C(=O)c3cccc4cccc(c34)C2=O)cc1	-1.6	-0.3	2.4	-1.6	2	-0.8	-22	-4	-1.3	0.1	1
COc1ccc(N2CCN(CC(O)COc3ccccc3[N+](=O)[O-])CC2)cc1 (stereo not drawn)	-1.5	-2.6	1.1	-0.6	2	-0.4	4	2	-1.5	0.3	1
COc1ccc(NC2c3ccccc3C(=O)N2c2ccccn2)cc1 (stereo not drawn)	3.0	5.5	1.8	-1.0	1	-0.8	-8	7	0.4	0.7	-3
CCCCn1c(C)cc(C)c(S(=O)(=O)c2ccccc2C)c1=O	-0.5	-2.6	1.7	-1.6	5	-1.5	-3	-4	0.8	-1.1	-1
CN(C)c1ccc(/C=N/NC(=O)c2nonc2N)cc1[N+](=O)[O-]	-0.2	3.6	0.0	-0.1	10	-0.4	2	10	-3.3	-0.2	-2
COc1cc2c(cc1OC)CN(CC(=O)Nc1cccc(C)c1)CC2	-0.5	0.7	2.7	-1.1	-6	-1.2	-54	-2	0.8	-0.4	-4
COc1cc(C(C)=O)cc(OC)c1O	0.7	1.2	2.0	-2.0	-5	-0.1	-2	5	-3.4	0.0	-1
c1ccc(C[n+]2cccc3c4ccccc4ccc32)cc1	-2.8	-5.0	-2.8	-4.0	3	-2.3	-265	-5	0.1	-1.9	-1
CC(=O)Nc1ccc(S(=O)(=O)N(Cc2ccccc2)C(C)C)cc1	-1.6	-1.5	-1.4	-1.8	0	-1.0	1	-11	0.6	-1.3	-5
COc1cccc(CNC2CCCc3ccccc32)c1OC (stereo not drawn)	-1.1	-1.1	-0.9	0.0	-2	-1.1	-1	5	-2.5	-0.4	-1
CN(C(=O)c1ccc2c(c1)OCO2)C1CCCCC1	1.8	5.3	2.9	0.1	-1	-0.4	-5	1	-0.4	2.2	0
CC(C)CCN(C(=O)C1CSC2(C)CCC(=O)N12)c1c(N)n(Cc2ccccc2)c(=O)[nH]c1=O (stereo not drawn)	-0.2	2.4	-0.9	0.4	-5	-1.2	-3	14	-1.5	0.3	-2
O=C(Nc1ccc(N2CCOCC2)c(S(=O)(=O)Nc2ccc(Cl)cc2)c1)c1ccc(=O)[nH]n1	-0.4	-1.7	3.6	-1.9	-4	-1.3	-6	-40	-0.9	0.6	-1
O=C(Nc1ccc(S(=O)(=O)NC2=NCCCCC2)cc1)c1ccc([N+](=O)[O-])s1	-1.5	-8.9	1.7	-2.6	-2	-1.8	-6	5	-0.1	-6.5	-6
COCCCNC(=O)COc1cc(C)c(Cl)c(C)c1	-0.7	1.4	-2.0	0.7	0	-1.0	-1	3	-1.3	-0.6	0
C#CCN1CC(COc2ccccc2)OCCS1(=O)=O (stereo not drawn)	.	-1.1	.	-1.4	-5	-0.5	0	-1	-0.6	0.6	-4
O=C(CCC1CCN(Cc2ccccc2O)CC1)NC1CC1	0.5	2.8	1.2	0.5	-5	-0.4	-4	5	-2.5	-0.1	5
COc1ccc(CC2S/C(=N/N=C/c3ccc(O)cc3)NC2=O)cc1 (stereo not drawn)	0.4	4.1	1.8	-1.0	-1	-0.7	-3	-9	0.6	0.6	2
CCc1nnc(NC(=O)CSc2nc3c(c(=O)n2C)SC(C)C3)s1 (stereo not drawn)	-0.4	-5.8	-0.4	0.0	4	-1.8	4	0	0.7	-1.6	-2
COc1ccccc1-c1cc(NC=O)c2ncc(-c3ccc(F)cc3)n2c1	.	1.4	0.3	-3.1	-1	-1.6	-17	2	-0.3	-2.8	-2
COc1ccccc1C(=O)Nc1ccc2c(c1)CN(C(=O)CSC)CC2	-2.4	6.5	-2.6	-1.2	1	-1.4	-4	4	-3.0	-1.4	4
Cc1cc2cc3c(cc2nc1SCC(=O)OC(C)C)OCO3	0.2	1.7	0.4	-1.4	15	-0.8	1	-4	1.2	0.4	-6
O=C(CS(=O)(=O)c1cn(CC(=O)N2CCCC2)c2ccccc12)Nc1ccccc1F	-0.3	1.8	1.1	2.6	-5	-0.5	-2	-4	-0.3	-0.8	1
CCOC(CNC(=O)C(=O)Nc1cc2c3c(c1)CC(=O)N3CCC2)OCC	0.8	2.1	-0.4	-0.6	-2	-0.8	3	-7	-1.1	-0.1	0
CCn1c(=O)n(CC(=O)Nc2cccc(OC)c2)c(=O)c2ccccc21	0.1	-0.9	1.2	-0.1	1	-1.2	1	-6	0.3	-0.1	0
COc1ccccc1CNC(=O)CN(c1ccc(C)cc1)S(=O)(=O)c1c(C)nn(C)c1C	0.4	-1.3	-0.4	1.3	-1	-1.4	-3	1	-0.3	-0.6	-1
Cc1ccc(S(=O)(=O)NNC(=O)c2snnc2C)cc1	2.3	3.8	0.1	0.4	0	-0.7	0	-7	0.8	0.0	-1
CCOc1cc(C)c(C(C)C)cc1S(=O)(=O)N1CCN(C)CC1	-1.3	-1.0	0.9	-2.6	0	-1.0	2	-3	-1.0	0.1	0

Part of the list above in order of SMILES length, smallest number first.
Structure	DAX1 inh-1	hgDAF12 agonist	GAA850 FXN act	hcDAF12 agonist	NR1D1 modulator	ssDAF-12 act	PLCb3 inh	sPLA2-III inh	PG9 binder	DAX1 inh-2	SMARCA2 activ
CCOc1cc(C)c(C(C)C)cc1S(=O)(=O)N1CCN(C)CC1	-1.3	-1.0	0.9	-2.6	0	-1.0	2	-3	-1.0	0.1	0
COc1ccccc1C(=O)Nc1ccc2c(c1)CN(C(=O)CSC)CC2	-2.4	6.5	-2.6	-1.2	1	-1.4	-4	4	-3.0	-1.4	4
O=C(CS(=O)(=O)c1cn(CC(=O)N2CCCC2)c2ccccc12)Nc1ccccc1F	-0.3	1.8	1.1	2.6	-5	-0.5	-2	-4	-0.3	-0.8	1

Following part.
Structure	DAX1 inh-1	hgDAF12 agonist	GAA850 FXN act	hcDAF12 agonist	NR1D1 modulator	ssDAF-12 act	PLCb3 inh	sPLA2-III inh	PG9 binder	DAX1 inh-2	SMARCA2 activ
C=C(C)c1cccc(C(C)(C)NC(=O)Nc2ccc(OC)nc2)c1	-1.3	0.1	0.4	0.2	-7	-0.9	-9	-15	-0.5	-0.3	-4
N#Cc1ccc(C23CC4(C2)[C@H](CN(Cc2ccc(-c5ccccc5)cc2)[C@@H]4c2ccccc2)C3c2ccc(C(F)(F)F)cc2)cc1 (stereo partly drawn)	.	-1.8	.	-0.7	-1	-0.9	11*	5	0.7	0.6	-1
O=C(COC(=O)COc1ccc(Cl)cc1Cl)NC1CC1	0.1	-1.6	-0.2	0.1	4	-1.4	-3	-3	-0.3	-0.5	4
CCCC[n+]1ccn(-c2nc3ccccc3nc2[N-]S(=O)(=O)c2cccs2)c1	-0.6	0.0	-0.6	0.1	1	-0.4	-167	5	-1.4	1.4	-2
COC(=O)C1C2CCC(C2)C1C(=O)OCC(=O)c1ccc(C)cc1 (stereo not drawn)	3.9	0.0	2.3	-0.5	-3	-1.5	0	1	0.3	0.9	0
Cn1c(SCC(=O)NNC(=S)Nc2ccccc2)nnc1-c1ccccc1	0.6	-1.1	-0.8	1.7	0	-0.9	-10	14	0.7	0.1	-3
Cn1c(=O)c(=O)n(C)c2cc(S(=O)(=O)N3CCCC3C(=O)NCc3cccnc3)ccc21 (stereo not drawn)	0.0	1.1	0.6	-0.6	0	-1.1	-9	5	-0.2	-0.3	-2

Arranged by the number under NR1D1 modulator (descending): some entries from above
mol,NR1D1 modulator
O=C(COC(=O)COc1ccc(Cl)cc1Cl)NC1CC1,4
CCCC[n+]1ccn(-c2nc3ccccc3nc2[N-]S(=O)(=O)c2cccs2)c1,1
Cn1c(SCC(=O)NNC(=S)Nc2ccccc2)nnc1-c1ccccc1,0
COC(=O)C1C2CCC(C2)C1C(=O)OCC(=O)c1ccc(C)cc1 (stereo not drawn),-3
C=C(C)c1cccc(C(C)(C)NC(=O)Nc2ccc(OC)nc2)c1,-7
